Bioassay records (PubChem BioAssay)
STK33 inh = blocks human STK33 kinase activity. Q9BYT3. purified STK33, MBP phosphorylation, ADP-Glo luminescence. inhibition, % at 10 µM. hit rate 0.073% among 320,000. AID 2661;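 active = inhibition at or above 25%, using the most active replicate where run in duplicate; inactive = inhibition below 25%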
Target sequence (Q9BYT3 whole entry, looked up): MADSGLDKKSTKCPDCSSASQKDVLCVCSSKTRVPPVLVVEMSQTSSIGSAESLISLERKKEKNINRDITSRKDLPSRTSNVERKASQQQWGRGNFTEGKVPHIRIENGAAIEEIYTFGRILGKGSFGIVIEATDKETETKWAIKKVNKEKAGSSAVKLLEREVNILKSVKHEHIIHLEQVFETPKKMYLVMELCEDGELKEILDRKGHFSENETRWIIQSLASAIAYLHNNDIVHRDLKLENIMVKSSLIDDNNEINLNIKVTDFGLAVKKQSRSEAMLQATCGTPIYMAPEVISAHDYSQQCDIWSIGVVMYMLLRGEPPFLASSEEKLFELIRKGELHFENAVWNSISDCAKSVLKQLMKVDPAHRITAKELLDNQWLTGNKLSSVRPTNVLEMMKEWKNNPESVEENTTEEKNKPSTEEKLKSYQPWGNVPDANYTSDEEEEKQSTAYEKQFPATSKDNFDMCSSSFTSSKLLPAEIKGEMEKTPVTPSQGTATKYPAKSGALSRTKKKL
Kir21 block = inhibitors of mouse Kir2.1 inward-rectifier potassium channel. HEK293-Kir2.1, FluxOR thallium flux fluorescence; active compounds read low. P35561. hit rate 0.85% among 310,000. AID 1672. B-score at 10 µM;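 active = fluorescence ratio B-score at or below minus 3 SD of library scores, with starting-brightness B-score within 2 SD, cut at about -4.2 in these data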;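 note: channel flux triggered by added potassium and thallium sulfate stimulus; B-score of peak minus minimum fluorescence over baseline after thallium stimulus; more negative B-score means stronger Kir2.1 block with less thallium influx; some compounds called inactive have numbers as strong as hits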
Target sequence (P35561 whole entry, looked up): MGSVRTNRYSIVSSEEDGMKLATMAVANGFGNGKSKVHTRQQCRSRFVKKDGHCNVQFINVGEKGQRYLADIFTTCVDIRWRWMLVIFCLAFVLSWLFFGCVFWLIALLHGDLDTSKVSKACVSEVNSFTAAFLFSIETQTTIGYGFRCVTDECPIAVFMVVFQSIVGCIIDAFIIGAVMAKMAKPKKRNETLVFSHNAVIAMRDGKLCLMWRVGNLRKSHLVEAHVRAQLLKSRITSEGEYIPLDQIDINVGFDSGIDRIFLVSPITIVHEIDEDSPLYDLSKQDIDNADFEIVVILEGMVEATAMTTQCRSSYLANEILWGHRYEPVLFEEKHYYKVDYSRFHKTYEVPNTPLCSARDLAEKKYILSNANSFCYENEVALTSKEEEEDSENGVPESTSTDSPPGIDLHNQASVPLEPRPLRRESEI
Numbers without * were called inactive; x = not tested or not shown.

Sequence of screens: Kir21 block	STK33 inh
1. COc1cccc(-c2nnc(SCCOc3ccc4c(C)cc(=O)oc4c3)o2)c1
    -0.38	1.1
2. Cc1cccc(C(=O)OCC(=O)NCc2cccs2)c1
    -0.65	-1.9
3. CCCOc1ccc(/C=C/C(=O)NC2CCCCC2)cc1OC
    -1.1	-2.8
4. CCCCNC(=O)C1(O)c2ccccc2NC(=O)N1c1ccc(Cl)cc1 (stereo not given)
    -0.43	0.3
5. O=C1C=C(NCC2CCCO2)CC(c2ccccc2)C1 (stereo not given)
    -2	x
6. Cc1cccn2c(=O)c3cc(C(=O)NCCN4CCOCC4)c(=N)n(CCCN4CCOCC4)c3nc12
    0	-0.7
7. Cc1cccc(NC(=O)CCS(=O)(=O)c2ccc(Cl)cc2)c1
    -0.01	-0.3
8. C/C=C/c1ccc(OCC(=O)N(C)CC(=O)Nc2ccc(F)cc2)c(OC)c1
    0.27	-1.4
9. O=C(CSc1nnc2ccccn12)c1ccc(OC(F)F)cc1OC(F)F
    -0.61	-0.2
10. CN(NS(C)(=O)=O)c1c(C#N)c(C(F)(F)F)nn1C
    0.74	0.3
11. C/C=N/NC(=O)c1cc(Br)ccc1O
    0.42	-1.2
12. COc1ccc(/C=C/C(=O)OCC(=O)Nc2ccc3[nH]c(=O)[nH]c3c2)cc1OC
    -0.19	-0.9
13. O=C(OCC(=O)N1N=C(c2ccc(Cl)cc2)CC1c1ccco1)c1ccccc1O (stereo not given)
    -0.35	-2.7
14. CC(=O)c1sc(NC(=O)c2c(F)cccc2F)nc1C
    0.59	2.3
15. Cc1ccc(-n2ccc(=O)c(C(=O)Nc3ccc(S(=O)(=O)Nc4onc(C)c4C)cc3)n2)cc1
    -0.01	-0.9
16. CCc1nnc(NC(=O)C2Cc3ccccc3CN2S(=O)(=O)c2c(C)c(C)cc(C)c2C)s1 (stereo not given)
    -1.8	-0.7
17. Cc1ccc2[nH]c(=O)c(CN(CCCN(C)C)C(=O)Nc3cccc(Cl)c3)cc2c1
    -3.7	0.1
18. COc1cccc(OC)c1C(=O)Nc1nc2ccc(S(C)(=O)=O)cc2s1
    0.94	0.9
19. CCc1ccccc1NC(=O)CSc1nnc(Cn2nnc3ccccc32)n1C
    -1.2	-0.8
20. Cc1ccccc1NC(=S)N(Cc1ccccn1)Cc1ccccc1Cl
    0.37	0.1
21. O=C(Cc1ccccn1)c1ccccc1
    1.2	0.5
22. COc1cccc(NC(=O)CN(C)C(=O)CC(NC(=O)c2ccccc2Cl)c2ccccc2)c1 (stereo not given)
    x	-0.3
23. COc1ccc2c(Cl)c(C(=O)NCc3ccco3)sc2c1
    -0.75	-2.1
24. CCOc1cccc(C(=O)Nc2cc(-c3nn4c(C)nnc4s3)ccc2C)c1
    0.79	0.8
25. CC(C)Cn1nc(C(=O)NCc2ccccc2CN2CCCC2)c2ccccc2c1=O
    x	-2.4
26. O=[N+]([O-])c1ccccc1S(=O)(=O)Nc1cccc(-c2ccc(N3CCOCC3)nn2)c1
    0.45	x
27. C=CCn1c(C(C)(C)C)nc2ccccc21
    -2	0.0
28. O=S(=O)(NCC(c1cccnc1)N1CCN(Cc2ccccc2)CC1)c1ccc(Cl)cc1 (stereo not given)
    -2	-0.5
29. CCCCN1C(=O)Cc2c1nc(N)c1c(N)nc(N(CCC)CCC)c(C#N)c21
    -0.14	-0.6
30. OCC(O)C1OC(Nc2ccc(Cl)cc2)C(O)C1O (stereo not given)
    -0.25	0.0
31. C=CCc1c(C)nn(CC(=O)O)c1-c1ccccc1
    -0.05	0.1
32. Cc1oc2c(c1C(=O)NCc1cccnc1)C(=O)c1ccccc1C2=O
    -0.65	-0.9
33. Cc1ccc(OCCCCCCN2CCNCC2)c(Br)c1
    -5.6*	-0.6
34. COc1cccc(CN(C)C(=O)c2ccc(Oc3ccccc3)cc2)c1OC
    0.1	0.2
35. O=C(NCc1cccnc1)C1CCN(S(=O)(=O)N2CCOCC2)CC1
    -0.6	-0.1
36. O=C(Nc1ncc2c(n1)-c1ccccc1OC2)c1ccc(Cl)cc1Cl
    0.23	-0.5
37. COc1ccc(-c2noc(C(=O)NCc3ccccc3Cl)n2)cc1OC
    -0.75	1.1
38. Cc1ccc(C(=O)NCc2nnc(SCC(=O)NC(C)c3ccccc3)n2C)cc1 (stereo not given)
    -0.49	-0.8
39. COC(=O)C1=C(C)N(CCCC(=O)O)C(=O)NC1c1ccc(OC)cc1 (stereo not given)
    0.05	-0.3
40. O=C(NNC(=O)c1ccc(NC(=O)C2CC2)cc1)c1ccc(F)cc1
    3.8	0.7
41. COc1ccc2cc(C(=O)N3CCc4ccccc43)[nH]c2c1
    0.32	0.5
42. COc1ccc(C(=O)O)cc1S(=O)(=O)Nc1cccc(C(F)(F)F)c1
    -0.63	-2.1
43. Cc1ccccc1C(=O)NNC(=O)Nc1ccccc1
    -0.47	-0.3
44. N#C/C=C/N1CCN(Cc2ccc3c(c2)OCO3)CC1
    0.74	0.2
45. O=C(COC(=O)CNS(=O)(=O)c1ccccc1)NC12CC3CC(CC(C3)C1)C2
    0.31	-0.2
46. O=C(NC1CCCc2c1cnn2-c1ccc(F)cc1F)c1ccccn1 (stereo not given)
    -1.6	-0.1
47. CC(=O)c1ccc(NC(=O)N2CCCC(C(=O)c3ccc4c(c3)OCO4)C2)cc1 (stereo not given)
    1.3	1.7
48. CCOC(=O)c1oc2ccccc2c1COC(=O)CNC(=O)c1cc(OC)c(OC)c(OC)c1
    -0.03	-1.1
49. CN(C)CCCN(C(=O)c1ccc(C(=O)c2ccccc2)cc1)c1nc2ccc(F)cc2s1
    -1.6	-0.3
50. CC(=O)Nc1cccc(-c2nnc(-c3ccccc3)o2)c1
    -1.2	-0.9
51. O=C1NC2(CCc3ccccc32)C(=O)N1CCOc1ccc(Cl)cc1 (stereo not given)
    -1.1	-0.4
52. Cn1c(C2=C(O)CN(c3ccccc3)C2=N)nc2ccccc21
    -0.79	-0.7
53. CC(C)[C@H](CN1CCC[C@H]1CN1C(N)=NC[C@@H]1Cc1ccccc1)N1C[C@@H](Cc2ccccc2)N(CCc2ccc(Cl)c(Cl)c2)C1=N
    x	7.4
54. COc1ccc(N2CCN(S(=O)(=O)c3cn(C)cn3)CC2)cc1
    2.7	0.0
55. Cc1cc(-c2csc(NC(=O)c3ccccc3C(F)(F)F)n2)c(C)n1Cc1ccccc1
    0.58	-0.9
56. COc1ccccc1N(C)S(=O)(=O)c1ccc(C(=O)NCC2CCCCC2)cc1
    x	-1.3
57. CCOc1ccccc1NC(=S)NC1CCCCC1
    1.2	-3.0
58. O=c1c2cc([N+](=O)[O-])ccc2nc2n1CCC2
    0.14	-0.4
59. CC(Oc1ccc(F)cc1)C(=O)Nc1nc(-c2ccccn2)cs1 (stereo not given)
    -0.34	0.2
60. COc1ccc(C(CNC(=O)c2ccc(OCc3ccccc3)cc2)N2CCOCC2)cc1 (stereo not given)
    x	0.2

Numbers 45 through 47, quoted:
Sequence of screens: Kir21 block	STK33 inh
45. O=C(COC(=O)CNS(=O)(=O)c1ccccc1)NC12CC3CC(CC(C3)C1)C2
    0.31	-0.2
46. O=C(NC1CCCc2c1cnn2-c1ccc(F)cc1F)c1ccccn1 (stereo not given)
    -1.6	-0.1
47. CC(=O)c1ccc(NC(=O)N2CCCC(C(=O)c3ccc4c(c3)OCO4)C2)cc1 (stereo not given)
    1.3	1.7

Structural class: those above containing a thiophene ring, fused or not (two)
Sequence of screens: Kir21 block	STK33 inh
2. Cc1cccc(C(=O)OCC(=O)NCc2cccs2)c1
    -0.65	-1.9
23. COc1ccc2c(Cl)c(C(=O)NCc3ccco3)sc2c1
    -0.75	-2.1

(continued)
Sequence of screens: Kir21 block	STK33 inh
61. COC(=O)c1sccc1NC(=O)c1cc(OC)cc(OC)c1
    -0.99	0.0
62. O=C(CN1C(=O)c2ccccc2C1=O)Nc1ccccc1F
    -0.37	-0.1
63. CCn1ncc([C@@H]2C[C@H]3CN(Cc4ccccc4C)C(=O)[C@]34CCCN24)c1C
    0.98	-1.8
64. Cc1ccnn1CC(=O)N/N=C/c1cccs1
    0.81	1.5
65. Cn1cc(CN2CCC(n3nccc3NC(=O)c3ccccc3Cl)CC2)cn1
    1.7	-1.2
66. O=S(=O)(Cc1ccc(Cl)cc1)N1CCN(Cc2ccccc2)CC1
    -0.42	0.2
67. COc1c(OC(C)=O)ccc(/C=N\NC(=O)c2ccc(Br)cc2)c1[N+](=O)[O-]
    -0.68	-0.6
68. O=C(N[C@@H]1C[C@H]2CC[C@@H]1C2)c1ccco1
    2	-0.6
69. O=C(COc1cccc(F)c1)Nc1ccc2[nH]c(=O)[nH]c2c1
    -1.5	-2.1
70. CC(=O)c1c(C)[nH]c(C(=O)Nc2cc(S(=O)(=O)N(C)C)ccc2C)c1C
    1.1	0.8
71. Cc1nn2c(COc3ccc(NC(=O)C(C)C)cc3)nnc2c2ccccc12
    0.13	0.0
72. COCc1cc(C)nc(SCC(=O)Nc2ccc3c(c2)OCCO3)c1C#N
    0.11	-1.5
73. O=C(Cn1nnc2ccccc2c1=O)N1CCOCC1
    -0.25	0.1
74. CCc1nnc(NC=C2C(=O)OC(C)(C)OC2=O)s1
    0.21	-1.2
75. COc1cccc(NC(=O)Cc2ccc3ccccc3c2)c1
    0.02	-12
76. CC1=C(C(=O)OCc2ccccc2)C(c2ccccc2)NC(=O)N1CCCCCC(=O)O (stereo not given)
    0.01	-1.6
77. COc1ccc(CN(C)CC(=O)Nc2sc3c(c2C#N)CCC3)c(OC)c1
    -0.04	2.0
78. CC1(C)CC(=O)C2=C(C1)N(c1ncn[nH]1)C(N)=C(C#N)C2c1ccccc1 (stereo not given)
    0.57	0.9
79. COc1ccc(CCNC(=O)CN(c2ccc(OC)c(OC)c2)S(=O)(=O)c2ccc(C)cc2)cc1
    1.4	-0.7
80. COc1ccc(/C=C/c2ccccc2)cc1[C@H]1[C@@H]2C=CCC[C@@]2(C)C(=O)N1Cc1ccccc1
    2.5	-0.4
81. COc1ccc(/C=C(\C#N)c2nc3ccccc3[nH]2)cc1O
    1.6	x
82. O=C(CS(=O)(=O)c1cn(CC(=O)N2CCOCC2)c2ccccc12)Nc1ccccc1F
    0.93	-0.7
83. CC(C)(C)c1ccc(C(=O)Nc2ccccc2Cl)cc1
    -0.01	0.0
84. Cc1ccc(C(=O)CSc2nnc(C)s2)cc1
    0.01	x
85. COc1ccc(C)cc1C1=CC(=O)C[C@H](c2ccc(F)cc2)C1
    x	-0.6
86. CC(C)CN1CC(C(=O)O)CC1=O (stereo not given)
    1.4	0.9
87. Cc1ccc(N(C(=O)c2snc(C(N)=O)c2N)C(C(=O)NCCC(C)C)c2ccco2)cc1 (stereo not given)
    1.4	-2.0
88. C/C(=N\NC(=O)c1cc(-c2ccc(Cl)s2)[nH]n1)c1ccncc1
    1.6	0.0
89. COC(=O)C1(C)NC(c2ccccc2F)C2C(=O)N(c3ccccc3)C(=O)C21 (stereo not given)
    0.38	x
90. COc1ccccc1N(Cc1cc2ccc(C)cc2[nH]c1=O)C(C)=O
    0.24	-0.6

In a second layout: entries from further up
No.	Structure	Kir21 block	STK33 inh
69	O=C(COc1cccc(F)c1)Nc1ccc2[nH]c(=O)[nH]c2c1	-1.5	-2.1
90	COc1ccccc1N(Cc1cc2ccc(C)cc2[nH]c1=O)C(C)=O	0.24	-0.6
87	Cc1ccc(N(C(=O)c2snc(C(N)=O)c2N)C(C(=O)NCCC(C)C)c2ccco2)cc1 (stereo not given)	1.4	-2.0

More results follow.
Sequence of screens: Kir21 block	STK33 inh
91. COCCN(Cc1nc(-c2ccc(-c3ccccc3)cc2)oc1C)C(C)C
    -2.3	-0.4
92. C/C(=N\NC(=O)c1ccc(C)cc1C)c1ccc(-n2ccnc2)cc1
    2.7	-0.8
93. CCOC(=O)CSc1nc(=O)n2cc(C)ccc2n1
    1.1	-0.7
94. O=C(COC(=O)Cn1cnc2ccccc2c1=O)NCc1ccccc1Cl
    -0.76	-1.3
95. O=S(=O)(Nc1ccccn1)c1ccc(Cl)c2ccccc12
    -0.02	3.5
96. CCc1nc(SCC(=O)Nc2ccc(F)cc2F)c2c(=O)n(C)c(=O)n(C)c2n1
    -0.96	0.2
97. CC(=O)c1coc2ccc(OCCN3CCCCC3)cc12
    0.11	0.5
98. COc1ccccc1-c1cc(C(=O)NC2CCN(C)CC2)c2ccc(Cl)c(C)c2n1
    -3.6	-0.7
99. O=C(NCC1COc2ccccc2O1)c1cn(Cc2ccc(F)cc2)nn1 (stereo not given)
    -0.5	-1.1
100. Cc1ccc(F)cc1NC(=O)c1ccc(OCC2CCCO2)cc1 (stereo not given)
    x	-0.6
101. Cc1ccc(CNS(=O)(=O)c2ccc([N+](=O)[O-])cc2)cc1
    -1.3	0.1
102. COc1ccccc1NC(=O)CSc1nnc(-c2ccc(NC(C)=O)cc2)n1C
    0.85	-1.1
103. COc1ccc2[nH]cc(/C=C/C(=O)c3ccccc3)c2c1
    0.39	0.4
104. COCCCNC(=O)c1oc2ccc(S(=O)(=O)N3CCOCC3)cc2c1C
    -0.29	-1.7
105. CCN(CC(=O)NCc1ccc(F)cc1)C(=O)/C=C/c1ccc(S(=O)(=O)N(CC)CC)cc1
    0.87	-1.8
106. CCN(C(=O)COC(=O)CNC(=O)c1ccc(F)cc1)C1CCS(=O)(=O)C1 (stereo not given)
    0.25	-2.3
107. CCOC(=O)c1c(NC(C)=O)sc2c(OC(C)=O)cccc12
    0.66	-0.9
108. CCC(C)NC(=O)C1CC(c2cccc(OC)c2)=NO1 (stereo not given)
    0.82	-0.4
109. CC(Oc1ccccc1Cl)C(=O)/C=C/N(C)C (stereo not given)
    -1.3	0.1
